Mdm2 ligase inh: Mdm2 E3 ligase (human) inhibition. Q00987. cell-based MDM2 ubiquitination luciferase reporter, 2 h; 0 = plate control, 100 = twice control, blank-subtracted. signal enhancement, % at 5 µM. actives 0.11% (n = 210,000). AID 1230;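 active means signal enhancement of 30% or more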;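 further: luminescence tracks abundance of the self-degrading MDM2-luciferase fusion protein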
Target sequence (Q00987 whole entry, looked up, the tested form may be a part): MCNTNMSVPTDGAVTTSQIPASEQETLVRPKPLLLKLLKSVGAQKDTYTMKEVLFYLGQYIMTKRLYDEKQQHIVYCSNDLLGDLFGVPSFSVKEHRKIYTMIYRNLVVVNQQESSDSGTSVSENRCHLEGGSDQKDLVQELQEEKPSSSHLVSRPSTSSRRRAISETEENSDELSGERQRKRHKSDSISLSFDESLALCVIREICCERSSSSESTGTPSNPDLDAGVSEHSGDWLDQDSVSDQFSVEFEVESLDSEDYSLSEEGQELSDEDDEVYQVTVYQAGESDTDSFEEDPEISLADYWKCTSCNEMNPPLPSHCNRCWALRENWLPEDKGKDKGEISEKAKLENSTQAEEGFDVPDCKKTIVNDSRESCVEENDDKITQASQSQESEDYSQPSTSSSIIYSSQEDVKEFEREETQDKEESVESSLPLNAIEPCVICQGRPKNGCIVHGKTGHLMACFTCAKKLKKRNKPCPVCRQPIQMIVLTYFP
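Material: stable MDM2–luciferase fusion reporter cells / Quantity: 2000 cells/well / Dosing: single 5 µM compound dose, 0.2% final DMSO / Buffer or medium: DMEM / Schedule: 4 h cell settling then 2 h compound exposure, 37 °C / Detection: luminescence with SteadyLite reagent, 15 min at room temperature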
S1P4 antagonist: blocks the human S1P4 receptor. S1P4-expressing cells, antagonist mode, reporter read-out. O95977. AID 1510. actives 0.26% (n = 220,000). inhibition, % at 4.98 µM; in the data active means inhibition above about 29%;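 further: 0% = wells stimulated with agonist and 100% = vehicle wells without agonist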
eIF4E-4G inh: inhibitors of eIF4E and eIF4G interaction in translation initiation | P63073+Q04637 | AID 782 | inhibition, % at 21.7 µM | TR-FRET eIF4E-eIF4GI(517-606) binding, 2 h | actives 0.37% (n = 220,000);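 active means inhibition above about 30%, limit read from the data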;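 further: 0% = full FRET control wells and 100% = background wells lacking eIF4GI fragment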
Ba/F3 V617F tox: reduce viability of Ba/F3 cells dependent on JAK2V617F | Ba/F3 EpoR-JAK2V617F viability, ATP luminescence | inhibition, % at 5.6 µM | actives 1.1% (n = 220,000) | AID 1446;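 active means inhibition above the campaign mean plus 3 SD over all tested compounds, cut at about 24% in these data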;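 further: cytokine-independent growth of Ba/F3 cells driven by EpoR plus mutant JAK2; 0% = DMSO-treated cells and 100% = JAK inhibitor I control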
Wee1 degr inh: inhibitors of human Wee1 degradation | HeLa Luc-Wee1K328M stability, luciferase luminescence; 100% = proteasome inhibitor MG132 effect | actives 1.2% (n = 220,000) | P30291 | reporter increase, % at 5 µM;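 active means activation above the mean of all tested compounds plus 3 SD, set per screening run, cut at about 8.8% in these data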;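 further: cells exposed to compound for 20 h before luminescence read; 0% = DMSO alone and 100% = MG132 at 30 µM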
BaF3 parental: reduces parental Ba/F3 cell viability, JAK2V617F counter-screen; CellTiter-Glo ATP luminescence; inhibition, % at 5.6 µM; actives 1.1% (n = 220,000); AID 1486;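 active means inhibition above a per-campaign cutoff, the mean inhibition of all tested compounds plus 3 SD, cut at about 27% in these data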;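 further: 0% = DMSO wells and 100% = JAK Inhibitor I control wells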
PERK inh: inhibitors of human PERK kinase. Q9NZJ5. CHO PERK-DD fusion, SEAP luminescence translation reporter. inhibition, % at 5.6 µM. actives 0.17% (n = 220,000);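 active means inhibition above the mean inhibition of all tested compounds plus 3 SD, set separately per screening campaign, cut at about 2.9% in these data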;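 further: PERK kinase domain activated by AP20187 dimerizer at 100 nM; 0% = DMSO with dimerizer and 100% = rapamycin at 8.4 µM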
S1P4 agonist: activates the human S1P4 receptor; O95977; S1P4-expressing cell line, agonist reporter assay; activation, % at 4.98 µM; actives 0.35% (n = 220,000); AID 1509; in the data active means activation above about 11%;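 further: 0% = DMSO vehicle and 100% = reference agonist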
NPY2 pot ag: potentiators or agonists of human neuropeptide Y receptor Y2; P49146; cells expressing NPY-Y2, potentiator/agonist read-out; activation, % at 3.6 µM; actives 0.45% (n = 220,000); AID 1359; in the data active means activation above about 27%;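 further: cells stimulated with NPY near EC25 plus isoproterenol at EC100; 0% = vehicle plus submaximal agonist and 100% = vehicle plus saturating agonist; some results beyond the cut were filed as inactive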
Target sequence (P49146 whole entry, looked up): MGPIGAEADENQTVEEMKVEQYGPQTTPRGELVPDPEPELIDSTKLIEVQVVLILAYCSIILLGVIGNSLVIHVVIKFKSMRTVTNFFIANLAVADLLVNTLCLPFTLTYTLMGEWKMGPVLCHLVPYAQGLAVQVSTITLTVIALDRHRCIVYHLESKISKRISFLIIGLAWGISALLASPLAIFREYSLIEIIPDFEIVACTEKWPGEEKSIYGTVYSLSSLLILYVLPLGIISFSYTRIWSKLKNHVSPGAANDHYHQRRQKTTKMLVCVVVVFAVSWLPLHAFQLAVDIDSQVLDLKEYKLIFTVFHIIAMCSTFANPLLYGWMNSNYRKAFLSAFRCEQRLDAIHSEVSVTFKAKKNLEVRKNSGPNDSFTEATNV
* marks the source's active call; other numbers are inactive results; · = not tested or not shown; [ ] = dose if it differs, or a comment.

molecule,BaF3 parental,S1P4 antagonist,S1P4 agonist,eIF4E-4G inh,Mdm2 ligase inh,Wee1 degr inh,NPY2 pot ag,Ba/F3 V617F tox,PERK inh
CC(C)CCSc1nc2ccccc2[nH]1,2.8,-12.5,-0.4,-1.3,-18.0,0.6,-20.1,1.9,0.6
CC(=N)c1c(O)c2ccccc2oc1=O,0.4,5.5,-0.5,-3.3,-8.2,-3.5,-16.2,3.5,0.9
CCC(=O)NC(c1cccs1)c1cc([N+](=O)[O-])c2cccnc2c1O (stereo not drawn),7.4,-13.0,2.6,-4.5[fluorescence artefact?],-3.3,-0.4,-12.8,-2.5,0.2
COc1ccc(-n2cnnc2SCC(=O)Nc2cc(C)on2)cc1,9.6,-6.7,1.3,-1.8,-3.6,-3.3,0.6,2.0,0.2
CC1(C)[C@H]2CC[C@]1(C)[C@@H](OC(=O)C[N+]1(C)CCOCC1)C2,-0.9,2.4,0.1,-0.2,-8.8,3.3,17.4,-6.1,0.2
CCC(=O)N1CCc2cc(S(=O)(=O)NC(C(=O)N3CCc4ccccc4C3)C(C)C)ccc21 (stereo not drawn),1.2,-3.7,-0.6,0.8[fluorescence artefact?],7.3,-0.3,7.2,-1.8,-1.1
CCOC(=O)N1CCN(C(=O)CSCc2ccc(Cl)cc2)CC1,0.8,-7.7,1.8,-14.1[fluorescence artefact?],-11.8,0.2,-3.2,-0.8,0.2
Cc1cc(C(=O)CSc2nc(N)cc(=O)[nH]2)c(C)n1CCc1ccc(F)cc1,4.9,-27.3,-0.1,1.1,-18.5,2.4,-25.2,-0.7,0.1
O=C(C1=C[C@H](c2ccc(C(F)(F)F)cc2)C[C@H](OCCCCO)O1)N1CCN(Cc2ccccc2)CC1,-0.9,6.3,-1.2,0.9,·,0.2,-6.7,-2.4,1.1
C=CCOc1ccc(/C=C2\N=C(C)OC2=O)cc1OC,-1.0,-2.4,-0.5,-6.4,-1.6,-3.2,-7.2,-3.2,1.2
CC(C)Cn1c(N)c(C(=O)CSc2nc3ccccc3n2C)c(=O)n(C)c1=O,4.2,-4.1,-2.2,5.6[fluorescence artefact?],-19.2,-1.9,11.8,-3.2,0.7
Cc1ccc(C(C)NC(=O)Cn2nc(C)c([N+](=O)[O-])c2C)cc1 (stereo not drawn),3.5,-16.8,-3.0,-2.1,0.9,-1.4,0.2,-0.8,0.5
CCOC(=O)c1nnn(CC(=O)Nc2cccc(Cl)c2C)c1C(=O)OCC,3.6,-9.9,0.2,2.0,-15.9,-1.0,-1.1,0.1,-1.2
CCOn1c(=O)c(=O)n(OC)c2ccccc21,-0.7,5.7,0.8,13.0,-2.5,1.0,5.4,-1.4,2.0
CCOc1ccc(Cl)cc1/C=N/NC(=O)c1ccccc1,2.4,-9.8,-0.1,23.0,1.7,8.1,-9.6,-0.1,0.9
CCC1CCCCN1Cc1nc2c(c(=O)n(C)c(=O)n2C)n1CCC(C)C (stereo not drawn),3.0,-12.3,-0.1,·,·,3.7,-7.3,-0.1,1.1
CCn1ccnc1CN(C)Cc1nc(Cc2cccc(C(F)(F)F)c2)no1,5.4,-6.5,0.4,0.7,2.6,3.1,-15.7,-1.8,0.6
CC1C[N+](=C2C=C(N3CCOCC3)CC(C)(C)C2)CC(C)O1 (stereo not drawn),-2.7,-13.2,0.9,-13.3,·,-3.2,-12.4,1.8,-0.8
Nc1nc(SCC(=O)Nc2ccccc2)[nH]c(=O)c1-c1ccccc1,3.9,-0.2,-0.3,-9.5[fluorescence artefact?],-14.9,-2.1,4.9,-3.1,0.8
OCCN1CCN(C(=S)c2ccc(-c3ccccc3)cc2)CC1,2.7,-2.3,0.3,0.3,-2.4,-3.6,15.6,-5.0,0.2
O=Nc1c(O)n(Cc2ccc(Cl)cc2)c2ccccc12,8.1,6.7,-0.5,12.4[fluorescence artefact?],-10.2,-3.7,-4.9,0.7,0.7
Cc1ccc(OCC(=O)N2CCN(C(=O)c3cccc(F)c3)CC2)cc1,8.3,-5.6,1.2,1.6,-2.9,-2.3,2.5,-1.5,0.4
COc1ccc(CN(CC2CCC(C(=O)O)CC2)C(=S)Nc2cccc(C)c2)cc1 (stereo not drawn),12.1,2.6,0.4,1.3,7.7,5.3,3.1,3.0,1.0
N#CCCn1cc(/C=N/O)c(-c2ccc(Cl)cc2)n1,-0.9,18.3,-2.4,-1.4[fluorescence artefact?],8.1,-2.6,4.3,-4.7,0.5
CC(C)N1CCN(Cc2ccccc2-c2ccco2)CC1CCO (stereo not drawn),6.2,-10.4,1.9,-3.4,-3.4,-2.7,1.9,-1.7,-0.2
Cc1ccc(-c2ccccc2)n1-c1ccc(C(=O)O)cc1,3.8,-19.5,-0.3,5.6,-5.9,1.0,-4.0,0.2,0.6
CCc1nc2oc3ccccc3c(=O)c2c(=O)n1Cc1ccccc1,-0.3,-3.8,-0.6,3.0,-15.3,2.2,6.2,-3.0,-1.8
O=C(N/N=C\c1ccc(Br)o1)C1COc2ccccc2O1 (stereo not drawn),5.4,-3.9,-0.5,13.5,-14.8,-2.2,5.8,-0.3,1.0
COCCNC(=O)c1n[nH]c2ccccc12,1.4,-14.6,2.5,-1.0,-2.2,0.0,-3.0,-2.2,0.4
COc1cccc(NC(=O)C2C3C=CC4(O3)C2C(=O)N(C(C)C)C4C(=O)NC2CCCCC2C)c1 (stereo not drawn),1.4,-6.2,2.5,0.6[fluorescence artefact?],-9.8,2.3,4.3,-1.2,0.7

molecule,BaF3 parental,S1P4 antagonist,S1P4 agonist,eIF4E-4G inh,Mdm2 ligase inh,Wee1 degr inh,NPY2 pot ag,Ba/F3 V617F tox,PERK inh
Cc1cc(C)nc(N(C#N)Cc2cccc(Cl)c2)n1,10.3,-4.9,1.8,-4.0,-0.7,1.4,-14.9,0.3,0.1
c1cn(-c2ccc(-c3ccnc4ncnn34)cc2)cn1,1.2,11.5,1.8,-0.2,-1.5,3.4,9.1,-1.4,2.1
NC(=O)N=Nc1c2[nH]c3ccccc3nc-2c2ccccc12,7.5,-81.5,0.0,-5.3,-8.7,1.0,26.2,5.7,-0.9
COc1cc(C2C(C#N)=C(N)N(c3cccnc3)C3=C2C(=O)CCC3)ccc1O (stereo not drawn),6.3,-17.9,-1.7,3.9,1.7,-0.4,-6.6,0.1,1.2
O=C(CN1CCC(NC(=O)c2ccccc2F)CC1)NCc1ccc(F)cc1,4.1,1.7,4.3,2.4,-14.2,-0.4,4.5,-2.8,-0.8
CCCCCOc1ccc(C(=O)NCCC(=O)NCCCC(=O)OCC)cc1,-1.6,-2.3,-0.8,-2.3,-13.9,5.3,-9.7,-2.5,-1.7
O=C(c1cc(-c2ccc3c(c2)OCO3)on1)N1CCOCC1,0.5,-3.2,-0.5,-1.5[fluorescence artefact?],-70.5,2.9,1.2,-0.5,0.9
CC(=O)Nc1cccc(C(=O)/C=C/c2ccc[nH]2)c1,0.6,-2.2,1.8,3.7,-13.4,4.8,-11.4,-3.7,0.9
C=C(C)Cn1c(N2CCN(c3ccc(OC)cc3)CC2)nc2c1c(=O)n(C)c(=O)n2C,8.2,-24.3,3.4,2.7,-0.1,1.2,-14.4,2.0,0.8
CCOc1cc(/C=N\NC(=O)c2ccc(NC(=O)C(C)(C)C)cc2)ccc1OC(=O)c1ccc(OC)cc1,0.7,-17.8,-0.3,-2.6,-6.1,-0.7,-2.8,-3.6,0.6
CC1CCN(c2c([N+](=O)[O-])c(=O)oc3ccccc23)CC1,1.9,-24.3,-0.9,3.5,0.2,-1.2,1.8,-6.0,0.8
CCc1ccc(S(=O)(=O)Nc2ccc(C)c(NS(C)(=O)=O)c2)cc1,3.3,2.7,1.1,-1.8,-11.1,-2.2,-11.9,-2.3,1.0
Cc1ccc(NC(=O)N[C@@H](CC(C)C)C(=O)O)c(C)c1,4.5,-6.6,0.9,-4.3,-7.2,-2.2,3.5,1.6,0.5
CC(C)(C)NC(=O)NC(=O)CN1CCCc2ccccc21,10.8,-17.8,2.6,2.6,-19.4,-2.5,-0.3,3.1,0.2
O=C(c1[nH]ncc1-c1ccccc1)C1CO1 (stereo not drawn),-1.7,-1.0,-0.1,4.7,9.9,6.7,-5.8,-1.4,2.9
COc1ccc(S(=O)(=O)N2CCCC2c2cccs2)cc1 (stereo not drawn),3.4,13.6,0.2,2.7,-0.6,-1.4,-2.9,-0.1,0.1
CC(=O)c1c(C)[nH]c(C(=O)CSc2nnc(N)s2)c1C,5.3,-2.9,-0.3,3.5,-10.7,-1.7,8.6,-1.5,-0.3
COc1ccccc1NC(=O)C1=C(C)Nc2nc(CCCO)nn2C1c1ccc2c(c1)OCO2 (stereo not drawn),4.4,4.5,0.8,0.7[fluorescence artefact?],-11.1,-0.8,-0.8,-2.8,-0.1
CN(C)c1nc(-c2ccccn2)nnc1-c1ccccc1,6.6,-2.2,-3.5,1.7,-6.1,1.9,3.6,3.6,-1.0
Cc1cc[n+](CC(=O)c2ccccc2)c2ccccc12,9.9,-7.5,1.6,13.4,6.1,-3.0,7.4,-2.9,0.7
CCn1c(SCC(=O)N2CCC(C(N)=O)(N3CCCCC3)CC2)nnc1-c1ccccc1,0.4,0.4,3.3,-1.7,-0.7,-1.6,3.7,-0.4,1.2
COc1ccc(S(=O)(=O)NCCOc2cccc3cccnc23)cc1OC,4.6,-16.9,0.3,1.1,-17.9,2.6,-7.2,4.8,-0.8
CCSc1nc2ccccc2n1C(=O)c1ccc(S(=O)(=O)N2CCCCC2)cc1,6.8,-9.1,0.5,-4.8[fluorescence artefact?],-17.0,-2.6,-21.6,7.5,-0.3
COc1ccc(C)cc1NC(=O)CN(c1ccccc1)S(C)(=O)=O,1.7,-2.1,-1.8,10.3,-10.6,0.4,16.2,-1.8,1.0
Cc1[nH]n(-c2ccccc2)c(=O)c1C=Nc1ccc(S(=O)(=O)N(C)C)cc1,5.6,-2.2,0.0,4.5,-1.8,-1.4,3.5,0.9,0.5
CC1(C)CC(=O)c2sc(NC(=O)c3ccco3)nc2C1,5.3,-20.2,0.0,-3.6,-10.6,5.2,11.6,0.8,0.8
CCCN(CCC)CCNS(=O)(=O)c1ccc2c(c1)oc(=O)n2C,-3.2,-1.9,0.7,-3.9,-14.2,-4.5,3.6,-1.6,0.3
CCOc1ccc2oc(C(=O)OCC(=O)NC3CC3)c(C)c2c1,0.6,8.9,0.8,4.9,-11.7,-1.4,2.8,-2.9,0.9
O=C(c1c[nH]c(C(=O)C(Cl)(Cl)Cl)c1)c1ccc(F)cc1Cl,-0.3,16.2,-0.6,-3.7,2.4,-1.9,-1.3,-0.2,2.1
COc1cc(C(=O)OCC2CC(c3ccccc3)=NO2)cc(OC)c1OC (stereo not drawn),10.0,-3.4,0.1,0.5,2.7,0.1,-13.1,3.7,0.1
CSc1cccc(NC(=O)CCCOc2ccc(Cl)cc2Cl)c1,-0.7,7.9,0.2,-5.4,-15.0,1.9,15.3,-1.6,0.4
O=C1C2C(c3ccccc3)C=CC(c3ccccc3)C2C(=O)N1c1ccccn1 (stereo not drawn),3.0,-20.5,1.0,-1.8,·,0.4,-7.2,-1.8,-1.0

Assay outcomes as filed in PubChem BioAssay.
